# CHO-K1 Ca ag – nonselective activator or artifact in parental CHO-K1 cells. Fluo-8 calcium fluorescence; scaled to maximal ATP response, vehicle zero. activation, % at 3 µM. 0.48% of 360,000 active; in the data active = activation above about 15%;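 also: untransfected CHO-K1 host cells lacking M1 receptor as counterscreen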
# CHRM4 antagonist – antagonists of human muscarinic M4 receptor (CHRM4); P08173; CHO-hM4 cells, ACh EC80, Fluo-8 calcium fluorescence; 0.73% of 360,000 active; inhibition, % at 3 µM;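 active = inhibition above its plate's cutoff, the mean inhibition of sample wells plus 3 SD, cut at about 27% in these data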;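 also: 0% = acetylcholine EC80 with DMSO and 100% = DMSO without agonist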
# Target sequence (P08173 whole entry, looked up): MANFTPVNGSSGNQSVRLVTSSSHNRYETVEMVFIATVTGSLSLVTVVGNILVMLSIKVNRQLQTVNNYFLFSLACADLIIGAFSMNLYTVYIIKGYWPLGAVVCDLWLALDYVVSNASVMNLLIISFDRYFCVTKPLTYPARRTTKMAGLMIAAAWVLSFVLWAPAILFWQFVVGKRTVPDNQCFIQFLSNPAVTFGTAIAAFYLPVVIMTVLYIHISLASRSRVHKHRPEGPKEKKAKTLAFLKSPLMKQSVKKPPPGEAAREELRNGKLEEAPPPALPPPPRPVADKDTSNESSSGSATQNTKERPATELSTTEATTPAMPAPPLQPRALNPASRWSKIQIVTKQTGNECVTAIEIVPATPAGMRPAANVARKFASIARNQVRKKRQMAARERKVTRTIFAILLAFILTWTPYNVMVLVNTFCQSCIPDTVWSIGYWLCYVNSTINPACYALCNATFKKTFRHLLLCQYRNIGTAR
# CHO parental Ca – counter-screen for OX1R antagonists: effect in parental CHO cells; parental CHO-K1, ATP-induced calcium, Fluo-8 fluorescence; inhibition, % at 5.6 µM; 0.63% of 330,000 active;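 active = inhibition above that plate's mean sample inhibition plus 3 SD, cut at about 26% in these data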;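 also: 0% = ATP-challenged DMSO wells and 100% = DMSO wells without ATP; some compounds past the cut are filed as inactive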
#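 Assay system: untransfected parental CHO cell line. Also added: ATP agonist challenge. Dosing: one dose, 5.6 µM nominal. Measured by: Fluo-8 fluorescence. Read-out: % inhibition. Benchmarks: ATP wells versus no-ATP DMSO wells. Repeats: no replicates.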
# OXTR potentiate – potentiators of human oxytocin receptor. P30559. CHO-OTR cells, Fluo-8 calcium fluorescence, potentiator mode; 0% = oxytocin EC15, 100% = EC100. activation, % at 3 µM. 0.061% of 320,000 active. AID 2445;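 active = activation above that plate's cutoff, the mean activation of tested compounds plus 3 SD, cut at about 6.6% in these data, passing the limit was not always enough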;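 also: 100% uses oxytocin at 75 nM as the full agonist control; some results filed as inactive read as strong as hits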
#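 Measured by – Fluo-8 calcium dye fluorescence · Test system – human OTR in CHO cells · Dosing – one concentration, 3.0 µM compound · Controls – EC15 oxytocin alone as 0%, 75 nM oxytocin as 100% · Evaluation – normalized max/min fluorescence ratio, % activation · Timing – 6 min pre-incubation, 100 s read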
# M1 PAM – potentiates human M1 receptor response to acetylcholine; activation, % at 3 µM; P11229; 0.088% of 360,000 active; CHO-K1 hM1, Fluo-8 calcium fluorescence, ACh EC20; 0% = ACh EC20, 100% = maximal ACh; in the data active = activation above about 19%, passing the limit was not always enough
# Target sequence (P11229 whole entry, looked up): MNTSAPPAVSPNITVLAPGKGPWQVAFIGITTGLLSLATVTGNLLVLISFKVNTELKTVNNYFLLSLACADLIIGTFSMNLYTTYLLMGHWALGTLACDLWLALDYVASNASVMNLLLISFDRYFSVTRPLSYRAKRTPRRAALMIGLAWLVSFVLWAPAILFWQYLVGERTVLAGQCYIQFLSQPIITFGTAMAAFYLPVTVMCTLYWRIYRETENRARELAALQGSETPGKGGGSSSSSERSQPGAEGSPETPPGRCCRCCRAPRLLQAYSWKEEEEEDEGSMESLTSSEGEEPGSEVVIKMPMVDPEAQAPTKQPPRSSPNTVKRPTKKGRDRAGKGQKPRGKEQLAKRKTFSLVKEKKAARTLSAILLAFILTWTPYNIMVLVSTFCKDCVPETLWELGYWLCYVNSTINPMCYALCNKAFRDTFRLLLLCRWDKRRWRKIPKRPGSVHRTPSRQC
# M4 ag – agonists of human muscarinic M4 receptor (CHRM4). P08173. CHO-K1 hM4/Gqi5, Fluo-8 calcium fluorescence; vehicle 0%, full acetylcholine response 100%. activation, % at 3 µM. 0.14% of 360,000 active. AID 624127;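 active = activation above the run mean over all test wells plus 3 SD, cut at about 32% in these data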;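 also: peak over basal fluorescence ratio per well then scaled between controls; 0% = DMSO wells and 100% = acetylcholine at EC100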
# CHRM1 agonist – agonists of human M1 muscarinic receptor; P11229; CHO-K1 hM1, Fluo-8 calcium fluorescence, agonist mode; 0% DMSO, 100% acetylcholine EC100; activation, % at 3 µM; 0.33% of 360,000 active; AID 588814;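 active = activation above the run's mean compound activation plus 3 SD, cut at about 16% in these data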;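 also: peak over basal fluorescence ratio within a 140 s kinetic read after compound addition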
# CHRM1 antagonist – antagonists of human M1 muscarinic receptor. P11229. CHO-K1 hM1, Fluo-8 calcium fluorescence, ACh EC80 antagonist. inhibition, % at 3 µM. 1.3% of 360,000 active. AID 588852;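 active = percent inhibition above its own plate's cutoff, namely the mean of that plate's compound wells plus 3 SD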;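 also: peak over basal fluorescence ratio during 140 s after agonist addition; 0% = ACh EC80 plus DMSO and 100% = DMSO alone without agonist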
# CHO-K1 Ca antag – M1 antagonist counterscreen hit in parental CHO-K1 cells | 0.6% of 360,000 active | inhibition, % at 3 µM | ATP-induced calcium, Fluo-8 fluorescence | AID 602250;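 active = inhibition above a per-plate cutoff, the plate's mean sample inhibition plus 3 SD, cut at about 24% in these data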;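 also: 0% = DMSO plus EC80 ATP and 100% = DMSO alone without ATP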
# The depositor's hits bear a star; nt = not tested or not shown.
molecule,CHO-K1 Ca ag,CHRM4 antagonist,CHO parental Ca,OXTR potentiate,M1 PAM,M4 ag,CHRM1 agonist,CHRM1 antagonist,CHO-K1 Ca antag
O=C(CSc1nnc(Cc2ccc3c(c2)OCO3)n1C1CCCCC1)NC1CCCC1,0.2,-5,-18,-17,2,0,-4,-4,3
O=C(Nc1ccc(N2CCN(Cc3ccccc3Cl)CC2)cc1)c1cccnc1,7.2,3,2,-13,-15,9,-6,10,-6
Cc1cccc(N(CC(=O)NC2CCCC2)C(=O)CCCC(=O)Nc2ccccn2)c1,0.2,-2,-12,-4,7,1,-3,-3,-14
Cc1c(C(c2ccc(O)cc2)c2c(C)n(C)n(-c3ccccc3)c2=O)c(=O)n(-c2ccccc2)n1C,3.6,-4,-8,-16,-8,12,-3,2,1
CCOc1cc(C=O)ccc1OCCn1c([N+](=O)[O-])cnc1C,0.6,5,-8,-13,0,2,-3,2,11
CC(C)(C)OC(=O)NCCCCCNC(=O)c1[nH]cnc1C(=O)Nc1ccon1,3.3,-5,-8,-6,3,13,-7,-4,-13
C=CCNC(=O)CN(c1ccc(F)cc1)S(=O)(=O)c1ccc(OC)cc1,1.7,-8,-8,-19,5,3,0,-36,-6
O=C(CCC1CCCC1)N[C@@H](Cc1ccc(O)cc1)C(=O)O,0.3,-2,-7,-10,-5,1,-4,11,-6
COc1ccc(F)cc1C(=O)C1CCCN(Cc2ccc(Sc3nncn3C)o2)C1 (stereo not given),2.2,-4,-16,1,-4,4,-11,-1,-7
CCc1c(O)nc(SCC(=O)N2CCCCC2)n(-c2ccccc2C)c1=O,0.8,-2,-1,-1,1,1,-2,-1,-11
COc1ccc(O)c(CN2CCC(n3nccc3NC(=O)CCOc3ccccc3)CC2)c1,3.8,-4,-8,-4,16,4,-3,-18,0
COc1cc(C(C(=O)NC(C)(C)C)N(C(=O)CNC(=O)c2cccs2)c2ccc(C(C)C)cc2)cc(OC)c1OC (stereo not given),-0.6,2,nt,nt,7,-3,-8,-6,-10
CC(C)Cn1c(SCC(=O)NCCCN2CCCC2=O)nc2ccccc21,0.0,0,-19,-5,16,-1,-6,-19,-12
O=C(COC(=O)CC1c2ccccc2CCN1S(=O)(=O)c1ccc(F)cc1)Nc1ccccc1 (stereo not given),2.0,-5,-18,-7,4,4,-6,-11,-7
CC1CCN(CCCNC(=O)C2CCN(S(=O)(=O)N3CCCCC3)CC2)CC1,0.4,-1,7,-6,-6,0,-9,10,-1
Cc1ccc(C(C)C)c(OCC(=O)NNCC(=O)Nc2cccc(F)c2)c1,-0.4,-6,-26,-5,14,0,-3,-10,-21
O=C(c1cccc(Cl)c1)N1CCN(C(=O)c2ccccc2F)CC1,0.5,1,-5,-11,-3,1,-2,-24,-10
COc1ccc(-c2csc(NC(C)c3nc4cc(Cl)c(N5CCCCC5)cc4n3CCOCCO)n2)cc1 (stereo not given),0.3,5,-19,-6,1,3,-3,3,-11
Cn1c(/C=C/c2ccc(Br)cc2)c([N+](=O)[O-])c(=O)n(C)c1=O,-0.1,-14,-5,-7,9,1,-4,-18,-4
S=C(Nc1ccc(CN2CCCCC2)cc1)Nc1cccc(Cl)c1Cl,-0.1,7,-15,4,-3,0,-6,4,23
Cc1occc1C(=O)NNC(=S)Nc1ccccc1C(F)(F)F,1.4,-2,-2,-10,5,1,-6,-3,-11
O=C(O)c1cccc(NS(=O)(=O)c2ccc(S(=O)(=O)N3CCOCC3)cc2)c1,0.7,-3,nt,nt,6,1,-1,-6,-3
CCN1C[C@@H]2[C@@H]3C(=O)N(Cc4ccccc4)C(=O)[C@@H]3[C@](Cc3ccccc3)(C(=O)OC)N2C1=NC1CCCCC1,5.3,9,-13,nt,6,5,-5,-9,-2
CN(C)CCNc1nc(-c2ccco2)c2c(c1C#N)CC(C)(C)OC2,0.3,-3,-2,0,6,0,-7,-10,-7
COC(=O)CCNC(=O)Cn1cnc2sc3c(c2c1=O)CCCC3,3.3,-3,-15,3,-5,8,-3,6,3
O=c1[nH][nH]c2cc(=O)n(-c3ccc(Cl)cc3)nc12,0.3,2,-1,-3,11,0,-6,-5,-5
Cc1ccc(S(=O)Cc2ccc(C(=O)N3CCN(C4CCCCC4)CC3)o2)cc1 (stereo not given),0.7,-14,-18,-3,7,3,-9,-12,6
O=C(/C=C/c1cccc([N+](=O)[O-])c1)NCCc1ccc(F)cc1,1.4,-2,-14,-5,4,4,3,1,2
O=S1(=O)CCO[C@H]2Cc3ccccc3[C@H]2N1Cc1ccccc1F,3.7,0,-4,-5,2,2,-5,2,1
CCc1ccc(NC(=O)COC(=O)/C=C/c2c(C)nn(C3CCS(=O)(=O)C3)c2Cl)cc1 (stereo not given),-0.3,4,-4,0,10,1,1,-1,-6
N#CC(C#N)=Cc1cn(-c2ncc(C(F)(F)F)cc2Cl)c2ccccc12,0.0,4,-3,-11,-5,0,-3,9,-2
CCC(=O)c1ccc(OCC(=O)N2CCc3cc(OC)c(OC)cc3C2)cc1,1.4,7,-17,-5,5,3,0,-28,-6
COC(=O)c1ccc2nc(-c3cccc(Cl)c3)c(CC3CCCCC3)n2c1,-0.1,-12,nt,nt,nt,0,nt,nt,-8
COC(=O)c1ccc(NC(=O)c2ccccc2NS(=O)(=O)c2ccccc2)cc1,14,8,-12,-11,-11,10,3,16,20
COc1ccc(Nc2nc(NCc3ccco3)nc(N/N=C/c3ccccc3F)n2)cc1,-0.3,-9,-7,3,-2,-2,-9,4,23
O=[N+]([O-])c1cccc(-c2nn(-c3ccccc3)cc2CO)c1,2.4,5,-6,-12,-8,5,0,14,-6
c1ccc2c(c1)nc1n2CCN1CCN1CCCC1,4.6,-1,-2,-6,9,0,-5,-8,6
COc1ccc(Br)cc1S(=O)(=O)N1CCOCC1,0.3,-2,-20,-7,4,1,-1,-1,0
Cc1noc(/C=C/c2ccccn2)c1[N+](=O)[O-],4.5,-1,-3,-5,11,1,-1,-10,4
CCCCc1ccc(NC(=S)Nc2cccnc2)cc1,0.0,5,14,-2,-5,0,-6,8,13
CCOc1ccc(OCC)c(S(=O)(=O)N2CCCCC2C)c1 (stereo not given),-0.3,-6,-15,-1,12,-3,-7,-7,14
CCC(C)c1ccc(NC(=S)Nc2ccc(OC)c(OC)c2)cc1 (stereo not given),-0.1,0,-27,1,0,2,-5,-5,-2
Cc1cc(Br)ccc1OCC(=O)NC1CCCC1,2.8,-2,-7,-4,2,5,-3,-3,-1
Cc1cc(C)cc(Cn2cc(CN3CC(N4CCN(Cc5ccccc5F)CC4)CS3(=O)=O)nn2)c1 (stereo not given),1.6,0,nt,nt,nt,3,nt,nt,2
CC(C)CCNC(=O)c1cc(-c2ccco2)nc2ccccc12,1.3,4,-15,-3,-1,6,-2,8,21
O=C1CSC(=S)N1Cc1cccs1,2.6,-1,nt,nt,2,4,-6,-13,-20
Cc1cc(C)c(NC(=O)c2cnn(C)c2)c(C)c1,1.1,3,7,3,2,0,-3,-5,0
COc1ccc(OC)c(S(=O)(=O)N2CCC(C(=O)NCc3ccccc3OC)CC2)c1,1.8,-2,-16,-3,-5,3,-3,-23,-16
COCCNC(=O)/C(C#N)=C\c1ccc(CNC(=O)C(=O)Nc2ccc(C)c(C)c2)o1,0.1,-1,-17,-13,5,1,-8,-10,-4
COCCCNC(=O)CN(CCc1ccccc1)S(=O)(=O)c1ccccc1,0.5,-2,-19,-8,7,1,-8,-3,-4
COc1ccc(NC(=O)c2cc(-c3ccc(C)cc3O)n[nH]2)c(OC)c1,4.7,-6,-27,-13,-9,20,-3,17,-2
COc1ccc(C(O)(C2CCCCC2)C(CN2CCCC2)c2ccccc2)cc1 (stereo not given),4.0,6,-17,-13,-2,13,-6,10,4
CC1CCC(NS(=O)(=O)c2cccc3nsnc23)CC1 (stereo not given),1.6,5,-17,-7,0,3,-9,-2,-7
Cc1c(C)c2ccc(OCC(=O)N3CCOCC3)c(C)c2oc1=O,0.4,9,5,1,-1,1,-1,20,-1
COc1cccc(-c2cnc3c(NC(C)=O)cc(-c4ccc(C(=O)NC5CC5)cc4)cn23)c1,3.5,-2,nt,nt,-8,9,-5,5,-2
O=[N+]([O-])c1ccccc1S(=O)NCc1c(Cl)cccc1Cl (stereo not given),0.4,7,nt,nt,-10,0,-4,16,1
COc1cccc(CNC(=O)c2cc(S(=O)(=O)N3CCOCC3)ccc2N2CCCC2)c1,1.7,-6,-19,1,5,6,-7,-8,-10
Cc1ccc(-n2ncc3c(=O)n(-c4ccc(C)c(C)c4)c(C)nc32)cc1,1.0,-13,-7,-8,6,3,0,0,3
S=C(Nc1ccccc1)N1CCN(c2ccccn2)CC1,0.0,-2,2,-10,14,2,-8,-4,-6
N#CC1=C(N)SC(N)=C(C#N)C1c1c(Cl)cccc1Cl,1.6,9,-1,-14,12,3,3,-11,-9

# Screening data: PubChem BioAssay, The Scripps Research Institute Molecular Screening Center
